# Source: PubChem (several laboratories)
# DAX1 inh-1 = inhibits human nuclear receptor DAX1 | P51843 | HEK293 Gal4-DAX1 luciferase reporter, luminescence | inhibition, % at 6.75 µM | 0.99% of 340,000 active | AID 504766;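 active = inhibition above the mean over all tested compounds plus 3 SD, cut at about 4.2% in these data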;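 note: 0% = DAX1-transfected cells with DMSO and 100% = empty-vector control cells with DMSO; inhibition shows as a rise in luminescence from relieved DAX1 repression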
# Target sequence (P51843 207-470 limits assumed): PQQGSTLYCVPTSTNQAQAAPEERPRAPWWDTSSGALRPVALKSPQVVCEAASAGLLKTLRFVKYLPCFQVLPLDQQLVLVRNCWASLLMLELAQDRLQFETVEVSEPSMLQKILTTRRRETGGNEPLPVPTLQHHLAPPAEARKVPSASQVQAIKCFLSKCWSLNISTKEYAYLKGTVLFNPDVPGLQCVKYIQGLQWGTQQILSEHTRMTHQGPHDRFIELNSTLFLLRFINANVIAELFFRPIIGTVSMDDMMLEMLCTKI
# sPLA2-III inh = Inhibits HGIII-sPLA2 liposome hydrolysis, primary screen. inhibition, % at 12.2 µM. 0.56% of 370,000 active. QFRET BODIPY PC-A2 liposome hydrolysis, fluorescence. AID 743126;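 active = inhibition above mean plus 3 SD of compounds lying within the high and low control bounds, cut at about 19% in these data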;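 note: 0% = median of test compound wells and 100% = no enzyme DMSO wells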
# DAX1 inh-2 = DAX1 (NR0B1) inhibition, primary screen. AID 652010. 1.1% of 370,000 active. inhibition, % at 6.8 µM. HEK293T StAR-luciferase reporter, SF-1/DAX-1 repression relief;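 active = inhibition above the mean over all tested compounds plus 3 SD, cut at about 3.6% in these data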;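 note: 0% = DAX-1 cells with DMSO and 100% = cells lacking DAX-1 with DMSO; higher inhibition means more luminescence from relief of DAX-1 repression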
# hcDAF-12 act = activators of H. contortus DAF-12 nuclear receptor; HEK293 hcDAF-12 lit1-tk-luc reporter, luminescence; 0% DMSO, 100% Δ7-dafachronic acid; activation, % at 6.8 µM; 1.4% of 370,000 active; AID 652067;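 active = activation above the mean of all tested compounds plus 3 SD, cut at about 5.5% in these data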;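 note: 100% = response to 3 µM Δ7-dafachronic acid high control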
# ssDAF12 agonist = S. stercoralis DAF-12 activation, primary screen; activation, % at 6.8 µM; 1% of 370,000 active; HEK293 ssDAF-12/GRIP1 lit1-tk-luc reporter, luminescence; % of 3 µM dafachronic acid response;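 active = activation above the mean over all tested compounds plus 3 SD, cut at about 0.9% in these data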;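 note: 0% = DMSO-only wells and 100% = 3 µM delta7-dafachronic acid wells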
# PG9 Ab binder = small molecules binding HIV-1 gp120 antibody PG9; TR-FRET gp120-PG9 antibody binding; inhibition, % at 6.7 µM; 0.43% of 360,000 active; in the data active = inhibition above about 8.5%
# FXN GAA850 act = frataxin GAA850 promoter activation. 0.56% of 360,000 active. activation, % at 6 µM. HEK293 lucGAA850 FXN promoter luciferase reporter, 24 h; percent of 10 µM SAHA response;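 active = activation above the average of all compounds screened plus 3 SD, cutoff fixed separately per campaign, cut at about 7.5% in these data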;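 note: 0% = DMSO wells and 100% = 10 µM SAHA wells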
# PLCb3 inh = blocks human PLC-beta3 enzyme activity | Q01970 | AID 720704 | Purified PLC-beta3, fluorogenic substrate, fluorescence | 0.18% of 370,000 active | inhibition, % at 12.2 µM; in the data active = inhibition above about 11%;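 note: 0% = median of compound wells on plate and 100% = full blocker control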
# SMARCA2 act = increases SMARCA2 function in MMTV reporter cells. 1% of 370,000 active. activation, % at 9.1 µM. MG213 cells, MMTV-luciferase reporter, dexamethasone, overnight; in the data active = activation above about 7.8%;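 note: 0% = vehicle wells and 100% = reference activator wells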
# hgDAF-12 ag = hgDAF-12 agonism, primary luciferase screen; HEK293 GAL4-hgDAF12 UAS-luciferase reporter, agonist luminescence; normalized to butyrate control; activation, % at 6.8 µM; 1.8% of 370,000 active; AID 687014;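 active = activation above a cutoff set at the mean of all screened compounds plus 3 SD, cut at about 10% in these data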;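 note: 0% = DMSO wells and 100% = sodium butyrate wells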
# Rev-erbA mod = modulators of human Rev-erb alpha DNA binding; 0.79% of 370,000 active; P20393; Rev-erbα–FITC-DNA binding, fluorescence polarization, 90 min; activity, % at 10 µM; AID 1259318;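 active = activity above about 14%, limit read from the data; passing the limit was not always enough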;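 note: 0% = DMSO wells with 35 nM protein and 100% = DMSO wells with 750 nM protein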
# Target sequence (P20393 whole entry, looked up): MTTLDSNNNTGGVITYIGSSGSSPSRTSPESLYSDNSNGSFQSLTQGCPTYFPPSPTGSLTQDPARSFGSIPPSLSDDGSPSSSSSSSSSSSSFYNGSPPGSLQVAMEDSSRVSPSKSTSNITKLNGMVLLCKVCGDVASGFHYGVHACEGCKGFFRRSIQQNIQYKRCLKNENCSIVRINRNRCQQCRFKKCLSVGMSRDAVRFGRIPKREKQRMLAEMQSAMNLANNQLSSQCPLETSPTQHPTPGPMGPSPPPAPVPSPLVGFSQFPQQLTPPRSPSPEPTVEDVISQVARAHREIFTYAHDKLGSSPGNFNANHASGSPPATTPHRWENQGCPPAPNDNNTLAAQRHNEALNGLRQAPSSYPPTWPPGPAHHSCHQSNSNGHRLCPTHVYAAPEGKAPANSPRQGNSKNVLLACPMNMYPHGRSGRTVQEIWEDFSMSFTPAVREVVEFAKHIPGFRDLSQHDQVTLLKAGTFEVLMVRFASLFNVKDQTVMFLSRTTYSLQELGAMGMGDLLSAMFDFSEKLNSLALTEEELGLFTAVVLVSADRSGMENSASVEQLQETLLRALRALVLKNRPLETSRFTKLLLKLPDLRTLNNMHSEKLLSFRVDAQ
# Numbers without * were called inactive; nt = no result given.
SMILES,DAX1 inh-1,sPLA2-III inh,DAX1 inh-2,hcDAF-12 act,ssDAF12 agonist,PG9 Ab binder,FXN GAA850 act,PLCb3 inh,SMARCA2 act,hgDAF-12 ag,Rev-erbA mod
COc1ccccc1N1CCN(/N=C/c2cccc(O)c2)CC1,0.1,4,1.0,3.6,-0.2,0.7,4.8,1,4,12*,-2
COc1ccc(C2C(C#N)=C(N)Oc3cc(C)n(Cc4ccco4)c(=O)c32)cc1 (centres undefined),2.8,5,0.3,-0.5,-0.3,-0.6,2.8,-5,-5,-1.4,-3
COC(=O)CSc1nnc(COc2ccc([N+](=O)[O-])cc2)n1C,0.2,2,-0.2,0.1,-1.2,-3.1,1.2,4,-3,3.5,1
Cc1ccc(NC(=O)CSc2ccc3c(c2)OCCO3)nc1,-0.2,-1,0.0,0.0,-1.1,0.3,1.0,-4,2,-0.9,0
CC(C)(C)SCCNC(=O)CN1C(=O)c2ccccc2S1(=O)=O,2.6,0,0.3,-1.5,-0.6,-0.7,-1.5,-1,4,8.1,-8
CC(=O)Nc1sc(N/N=C\c2ccc(O)cc2)nc1-c1cccs1,1.3,3,1.2,1.6,0.5,-1.7,2.9,-15,5,7.4,5
CC(C)N(Cc1nc(-c2ccccc2)no1)C(=O)C1CCCCC1,0.7,-2,-0.1,-0.9,-1.6,0.7,0.1,2,-3,-1.1,2
CCN(CC)S(=O)(=O)c1ccc(N2CCCC2)c(NC(=O)c2nn(C)c(=O)c3ccccc23)c1,-1.0,-4,-0.8,-0.8,-1.5,-0.5,-0.8,-11,-2,-1.1,-2
O=C(c1ccccc1)N1N=C(c2ccc(F)cc2)CC1(O)C(F)(F)F (centres undefined),-1.4,-22,-0.6,-1.4,-0.4,-0.5,3.1,3,1,-2.0,4
Cc1cccc(N2CCN(Cc3cn(C)nc3-c3ccccc3F)CC2)n1,-1.8,-6,-1.6,0.6,-0.9,-2.4,-4.2,0,1,0.5,1
O=C(O)c1cccc(COc2ccc3c(c2)CCC3)c1,-8.7,6,3.6*,10*,2.8*,1.3,3.4,-12,1,14*,2
CCOCCCNC(=O)CN1C(=O)CSc2ccccc21,-0.1,6,0.8,0.5,-0.9,-0.4,0.5,7,-2,0.9,-7
NC(=O)C1CCN(C(=O)c2ccc(NS(=O)(=O)c3ccc(Br)s3)cc2)CC1,-0.8,-8,-0.9,-0.8,-0.8,-0.9,1.1,5,-2,-1.4,3
CCOC(=O)c1ccc(NC(=O)N2CCN(S(C)(=O)=O)CC2)cc1,0.6,8,-0.1,-0.1,-1.1,-1.6,1.3,4,-2,-0.4,0
COc1ccc(C(=O)Nc2nc3ccc4nc(C)sc4c3s2)cc1,1.0,-4,-0.1,-2.2,-1.1,13*,0.4,-8,8,-1.2,34*
Cc1ccc(CN2CCN(c3ccccc3Cl)CC2)o1,1.8,-4,-0.1,0.8,-2.1,-1.5,-1.1,-4,-1,-2.4,-1
Cc1cc(NS(=O)(=O)c2ccc(NC(=O)CCCOc3ccccc3)cc2)no1,0.8,-16,0.0,-0.3,-1.4,0.9,1.0,1,-1,-1.9,3
CCOc1cc(/C=C2\SC(=O)N=C2N)ccc1O,0.5,-15,0.4,1.1,-1.8,-17,-0.4,-19,-1,6.2,3
CN1C(=S)SC2CS(=O)(=O)CC21C (centres undefined),2.3,0,-0.1,0.3,-0.2,-1.9,-0.9,-1,12*,-0.6,-2
CC(NS(=O)(=O)c1ccc(F)cc1)C(=O)NCc1ccncc1 (centres undefined),-0.5,5,-0.8,-1.1,-1.5,-1.3,0.7,0,0,0.2,2

# Record cards (already shown). Order of values: DAX1 inh-1, sPLA2-III inh, DAX1 inh-2, hcDAF-12 act, ssDAF12 agonist, PG9 Ab binder, FXN GAA850 act, PLCb3 inh, SMARCA2 act, hgDAF-12 ag, Rev-erbA mod
# COC(=O)CSc1nnc(COc2ccc([N+](=O)[O-])cc2)n1C is listed as 0.2, 2, -0.2, 0.1, -1.2, -3.1, 1.2, 4, -3, 3.5, 1
# Cc1cccc(N2CCN(Cc3cn(C)nc3-c3ccccc3F)CC2)n1 is listed as -1.8, -6, -1.6, 0.6, -0.9, -2.4, -4.2, 0, 1, 0.5, 1
# CCOc1cc(/C=C2\SC(=O)N=C2N)ccc1O is listed as 0.5, -15, 0.4, 1.1, -1.8, -17, -0.4, -19, -1, 6.2, 3
# CN1C(=S)SC2CS(=O)(=O)CC21C (centres undefined) is listed as 2.3, 0, -0.1, 0.3, -0.2, -1.9, -0.9, -1, 12*, -0.6, -2

# Ordered by SMILES length (high to low): part of the list above
SMILES,DAX1 inh-1,sPLA2-III inh,DAX1 inh-2,hcDAF-12 act,ssDAF12 agonist,PG9 Ab binder,FXN GAA850 act,PLCb3 inh,SMARCA2 act,hgDAF-12 ag,Rev-erbA mod
COc1ccc(C(=O)Nc2nc3ccc4nc(C)sc4c3s2)cc1,1.0,-4,-0.1,-2.2,-1.1,13*,0.4,-8,8,-1.2,34*
Cc1ccc(NC(=O)CSc2ccc3c(c2)OCCO3)nc1,-0.2,-1,0.0,0.0,-1.1,0.3,1.0,-4,2,-0.9,0
O=C(O)c1cccc(COc2ccc3c(c2)CCC3)c1,-8.7,6,3.6*,10*,2.8*,1.3,3.4,-12,1,14*,2

# Remaining list, next part
SMILES,DAX1 inh-1,sPLA2-III inh,DAX1 inh-2,hcDAF-12 act,ssDAF12 agonist,PG9 Ab binder,FXN GAA850 act,PLCb3 inh,SMARCA2 act,hgDAF-12 ag,Rev-erbA mod
C=CCNC(=O)CC(=O)N/N=C/c1ccc(F)cc1,1.0,3,0.1,-2.8,-1.0,-0.1,0.9,1,-3,1.2,-8
O=C(Nc1ccc2c(c1)OCCO2)C(c1cc2ccccc2o1)N1CCN(c2ccc(F)cc2)CC1 (centres undefined),nt,-3,-3.8,-1.1,-2.3,-1.1,nt,4,-3,-7.9,3
O=C(CN1C(=O)c2ccccc2C1=O)Nc1ccc(S(=O)(=O)NCC2CCCO2)cc1 (centres undefined),0.7,0,0.3,-0.7,-1.1,-0.2,-0.9,1,-4,1.1,5
COC(=O)c1sccc1S(=O)(=O)N1CCCC(N(C)CCc2ccccn2)C1 (centres undefined),1.4,-4,0.8,2.4,-1.0,-1.6,0.1,-1,4,0.1,3
O=P(O)(O)c1ccccc1OCCOCCOc1ccccc1P(=O)(O)O,-1.8,1,0.2,-1.1,-0.9,-1.1,1.8,3,0,1.4,-3
COc1ncccc1-c1ccc2nncn2c1,nt,5,1.7,-0.3,-1.5,-0.2,-0.2,-8,3,-1.8,2
Clc1ccc(OCc2nc(-c3ccncc3)no2)c(Cl)c1,2.5,-7,3.2,6.1*,0.6,-0.8,3.7,-1,-1,12*,3
Cc1nc(-c2cnn(-c3ccccc3)c2)c2cc(C)oc2n1,-0.2,-3,-1.3,-1.4,-1.7,-0.4,0.8,-30,1,2.2,0
CC1=NOC(=O)/C1=C/c1ccc(N(C)C)cc1,nt,3,0.3,-0.5,-1.2,-14,nt,1,-2,-1.0,5
CC(C)CC(CO)N1CCN(C(=O)c2ccc(Cl)cc2Cl)CCC1=O (centres undefined),-0.5,6,1.2,0.2,-1.4,1.3,-0.8,2,-1,1.1,-1
Cc1cccc(-c2noc(CCC(=O)Nc3ccccc3)n2)c1,-0.9,-8,-0.3,-0.8,-1.4,1.2,-2.1,0,-3,-1.7,1
COC(CNC(=O)[C@H](Cc1ccccc1)NC(C)(C)C(=O)NC1CCCCC1)OC,nt,2,nt,-0.6,-0.5,nt,nt,0,nt,0.9,3
CC(C)NC(=O)N(C)C[C@H]1Oc2cc(C#Cc3ccc(F)cc3)ccc2S(=O)(=O)N([C@H](C)CO)C[C@H]1C,0.2,-17,-1.6,-1.8,-1.8,1.1,-4.2,-7,-1,-0.9,-1
COc1ccc(/C=C2\N=C(c3ccc(C)cc3)OC2=O)cc1,4.0,-3,0.1,-2.5,0.1,0.4,0.3,-7,0,-3.2,-8
Cc1cccc(N(CC(=O)N/N=C/c2ccc(OCC(=O)NCc3ccco3)cc2)S(C)(=O)=O)c1C,-0.9,-22,0.6,-2.1,-1.7,-0.7,1.1,4,-1,-1.4,3
O=C(c1cccc(S(=O)(=O)N2CCCCCC2)c1)N1CCN(c2ccccc2)CC1,-0.2,-1,0.5,-0.7,-0.6,-2.0,0.6,0,3,-4.7,4
CCCOc1ccc(C2CC(=O)Nc3cc(OC)c(OC)cc32)cc1 (centres undefined),0.2,-7,0.0,-3.4,-2.2,-2.3,0.9,-3,0,-2.2,-9
O=C(COC(=O)Cc1c(Cl)cccc1Cl)NC1CCCC1,-1.0,5,2.9,1.4,-1.2,1.3,0.3,-3,1,1.0,7
CC(C)N1CCC1(C)C(=O)Nc1ccccc1OC(F)F (centres undefined),nt,6,-0.6,-0.3,-0.7,0.6,0.6,5,-4,1.3,-1
COc1ccc(NC(=O)CN2C(=O)CSC2=O)cc1,4.3*,-3,-1.7,0.8,-1.0,-2.3,-0.2,-8,-1,1.7,1
COc1ccccc1NC(=O)c1ccc2snnc2c1,0.6,-3,-0.3,-2.1,-1.6,1.0,1.8,0,1,1.4,4
CCN(CC)C(=O)CSc1nnc(-c2ccc(S(=O)(=O)NCc3ccccc3Cl)cc2)o1,-1.8,-1,-0.5,-2.4,-1.6,-0.2,-2.3,-3,-3,0.4,-5
CC1CN(C(=O)CN2C(=O)NC3(CCCCCC3)C2=O)CC(C)O1 (centres undefined),2.7,4,-0.3,-1.7,-0.9,2.5,-0.7,-3,1,1.2,0
CC(C)COc1ccc(C(=O)NC(=S)Nc2ccc(CN3CCOCC3)cc2)cc1,0.9,3,-0.3,0.6,-1.6,-0.7,-0.7,4,-3,-3.3,1
O=c1cc(CO)oc(C(Nc2ccccn2)c2ccccc2Cl)c1O (centres undefined),2.9,-17,0.0,-0.7,-1.1,-0.9,0.8,-8,2,3.6,-6
CCOc1ccc(C2C(C#N)=C(N)Oc3nc[nH]c(=O)c32)cc1 (centres undefined),0.8,8,-1.1,2.6,-1.3,-0.9,4.1,-8,0,-2.3,-6
Cc1ccc(S(=O)(=O)N2CCN(C(=O)COC(=O)CCOc3cc(C)ccc3C)CC2)c(C)c1,1.5,-11,0.3,-1.9,-1.4,-0.5,0.3,-6,-3,3.2,-4
O=S1(=O)c2ccc(N3CCCC3)cc2Oc2ccccc2CN1Cc1cn(Cc2ccc(Cl)cc2)nn1,nt,6,-0.5,-0.2,-0.3,nt,nt,4,-3,1.3,3
CC(C)(C)n1nc2c(c1NC(=O)c1ccc(S(=O)(=O)N3CCCCC3)cc1)CS(=O)C2 (centres undefined),0.1,1,-0.1,-0.5,-0.7,1.2,1.9,-2,-8,-1.8,-2
O=C(c1[nH]c(C(F)(F)F)nc1-c1ccccc1)N1CCN(C(=O)C2CCCO2)CC1 (centres undefined),nt,3,0.0,0.3,-0.4,-0.3,nt,1,-3,-2.4,-1
CCCCCNC(=O)c1c[nH]c2ccc(S(=O)(=O)N3CCC4(CC3)OCCO4)cc2c1=O,-1.1,0,-0.1,-2.4,-1.7,0.5,1.3,1,2,1.0,38*
COc1ccccc1-n1cnnc1SCC(=O)Nc1cc(C)on1,0.8,0,0.1,0.5,-1.6,-0.6,-2.0,1,-2,-0.4,-2
O=C(NC1CCCC1)C1C(c2ccccc2)=Nc2ccccc2N1C(=O)c1cc(Cl)cc(Cl)c1 (centres undefined),nt,5,1.3,0.0,-0.3,-1.9,nt,1,-3,-0.2,-2
